sEH activator – increases human soluble epoxide hydrolase activity | purified human sEH enzymatic activity, activator screen | 91,000 tested, 0.04% active | P34913 | activation, % at 2 µM | AID 717; in the data active means activation above about 37%; further: values of inactives mirror those of a sister screen read the other way
CD11b adhes inh – blocks human CD11b/CD18 adhesion to fibrinogen | 93,000 tested, 0.54% active | AID 1497 | inhibition, % at 10 µM | K562 CD11b/CD18 adhesion to fibrinogen, ATPlite luminescence; Mn2+ added to activate the integrin | P05107+P11215;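 active means primary inhibition of 50% or more at 10 µM, then 40% or more on retest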; further: some results filed as inactive read as strong as hits
S1P2 ag – agonists of human S1P2 receptor. AID 729. O95136. S1P2-expressing cell line, agonist reporter read-out. activation, % at 4.5 µM. 97,000 tested, 0.46% active; in the data active means activation above about 16%;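 further: 0% = vehicle low control and 100% = maximal reference agonist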
Target sequence (O95136 whole entry, looked up): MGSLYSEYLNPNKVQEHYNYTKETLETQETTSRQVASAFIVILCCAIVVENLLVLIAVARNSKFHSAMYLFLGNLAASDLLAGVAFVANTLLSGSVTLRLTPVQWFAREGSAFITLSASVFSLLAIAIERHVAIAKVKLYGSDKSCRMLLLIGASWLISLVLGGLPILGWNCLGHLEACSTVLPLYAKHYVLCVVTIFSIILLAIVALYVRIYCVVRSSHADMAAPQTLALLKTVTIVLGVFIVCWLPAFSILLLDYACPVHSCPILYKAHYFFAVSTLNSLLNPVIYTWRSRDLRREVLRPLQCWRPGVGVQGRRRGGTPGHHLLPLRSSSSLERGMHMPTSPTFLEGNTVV
sEH inhibitor – blocks human soluble epoxide hydrolase activity | recombinant human sEH enzymatic activity assay | inhibition, % at 2 µM | 91,000 tested, 0.34% active | AID 707; in the data active means inhibition above about 80%; further: values of inactives mirror those of a sister screen read the other way; many of its hits are not listed in these tables
PostGolgi ctrl – growth of the yeast control strain, post-Golgi counter-screen | 98,000 tested, 5% active | efflux-deficient yeast background strain, growth absorbance A615, 16 h | AID 738 | inhibition, % at 10 µM
S1P2 antag – blocks the human S1P2 receptor. O95136. cell-based S1P2 antagonist assay, inhibition at 5 uM. inhibition, % at 5 µM. 97,000 tested, 0.21% active. AID 736; in the data active means inhibition above about 45%;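 further: CRE beta-lactamase reporter cells expressing human S1P2 stimulated with S1P; 0% = agonist at EC80 alone and 100% = agonist plus reference antagonist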
PLAP act – activators of human placental alkaline phosphatase; 96,000 tested, 1.2% active; AID 696; purified PLAP enzyme, luminescent substrate read-out; hits give high values; P05187; activation fold at 20 µM; in the data active means activation fold above about 2
PostGolgi yeast – growth inhibition of a yeast mutant, post-Golgi transport screen. 98,000 tested, 0.9% active. post-Golgi transport phenotypic cell assay. AID 739. inhibition, % at 10 µM;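 further: yeast cells grown in 1536-well plates; yeast grown about 18 h at 30C before absorbance read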
E coli WT exp – E. coli BW25113 growth inhibition, expanded screen; growth inhibition, % at 100 µM; AID 710; 98,000 tested, 0.15% active; OD600 absorbance;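 active means growth inhibition above about 50% at one test dose, limit read from the data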;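 further: growth measured after 20 h incubation at 37 °C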
An asterisk follows results filed as active; nt = no result given. Unless noted, no stated cut-off is given here; in the data, active means inhibition above about 30%; inactive means the rest.

Sample of the layout, 16 compounds:
Order of results: sEH activator, CD11b adhes inh, S1P2 ag, sEH inhibitor, PostGolgi ctrl, S1P2 antag, PLAP act, PostGolgi yeast, E coli WT exp
Cc1cc2ccccc2n1CCNC(=O)COc1ccc2ccccc2c1
  -2, 11, 0, 0, 45*, 4, 1.4, 21, -21
COc1cc(C)c(-c2cc(C(=O)O)c(C)o2)cc1C(C)C
  3, nt, -3, -3, 18, 5, 1.1, -6, -3
COC(=O)c1cccc(NC(=O)c2cccc(OC)c2)c1
  11, 6, -6, -15, -14, 8, 0.9, 5, 0
OCCCCCN=c1cc(-c2ccccc2)oc2ccc(Cl)cc12
  6, nt, 3, -4, 2, -2, 1.3, -13, -10
Cc1cc(C)cc(N(CC(=O)NCc2ccc3c(c2)OCO3)C(=O)CCC(=O)Nc2ccccn2)c1
  9, -13, -4, -12, 1, -1, 0.9, 4, -5
COCc1c(Br)c(C)[nH]c(=O)c1C#N
  12, nt, -4, -8, nt, -28, nt, nt, nt
COc1ccccc1OCCSc1nnnn1-c1ccc(C)cc1
  -3, -8, nt, 7, 16, nt, 1.1, 2, 4
CCOC(=O)CC1=C(C(=O)OCC)C(c2ccncc2)C(C#N)=C(N)O1 (stereo not drawn)
  nt, 4, -3, nt, 3, 19, 1, 0, 5
COCCn1nnnc1C(c1ccccc1)N1CCN(c2ccccc2)CC1 (stereo not drawn)
  6, nt, -3, -5, nt, -17, nt, nt, nt
CCc1ccc(/C=C2\SC(=S)N(CCCC(=O)Nc3ccccn3)C2=O)cc1
  -18, nt, -1, 16, 16, -23, 0.9, -1, -3
O=C1/C(=C\c2cccs2)N=C(c2cccs2)N1Nc1ccccc1
  6, -4, -6, -4, 17, -10, 0.8, 4, -11
Cc1cc(C)c2[nH]c(=O)c(CN(CC3CCCO3)C(=O)C3CCCO3)cc2c1 (stereo not drawn)
  -2, 6, -3, 3, -2, 9, 1.2, -2, 4
O=C(CN1CC(=O)Oc2ccccc21)NCc1ccco1
  3, 16, -2, -4, 6, 1, 1.5, 1, -1
O=C(CSc1ccccc1)Nc1cccnc1
  -2, 6, -1, -3, -2, 9, 1.1, 8, 13
CCn1nnnc1SCC(=O)N1c2ccccc2CCc2ccccc21
  0, -28, -7, 1, -7, -21, 1.5, -3, 9
O=C1CC(Sc2nnnn2-c2ccccc2)C(=O)N1c1cccc(Cl)c1 (stereo not drawn)
  6, 16, -4, -5, 16, 15, 1.5, 6, 3

The listing, previewed entries included:
Order of results: sEH activator, CD11b adhes inh, S1P2 ag, sEH inhibitor, PostGolgi ctrl, S1P2 antag, PLAP act, PostGolgi yeast, E coli WT exp
Cc1cc2ccccc2n1CCNC(=O)COc1ccc2ccccc2c1
  -2, 11, 0, 0, 45*, 4, 1.4, 21, -21
COc1cc(C)c(-c2cc(C(=O)O)c(C)o2)cc1C(C)C
  3, nt, -3, -3, 18, 5, 1.1, -6, -3
COC(=O)c1cccc(NC(=O)c2cccc(OC)c2)c1
  11, 6, -6, -15, -14, 8, 0.9, 5, 0
OCCCCCN=c1cc(-c2ccccc2)oc2ccc(Cl)cc12
  6, nt, 3, -4, 2, -2, 1.3, -13, -10
Cc1cc(C)cc(N(CC(=O)NCc2ccc3c(c2)OCO3)C(=O)CCC(=O)Nc2ccccn2)c1
  9, -13, -4, -12, 1, -1, 0.9, 4, -5
COCc1c(Br)c(C)[nH]c(=O)c1C#N
  12, nt, -4, -8, nt, -28, nt, nt, nt
COc1ccccc1OCCSc1nnnn1-c1ccc(C)cc1
  -3, -8, nt, 7, 16, nt, 1.1, 2, 4
CCOC(=O)CC1=C(C(=O)OCC)C(c2ccncc2)C(C#N)=C(N)O1 (stereo not drawn)
  nt, 4, -3, nt, 3, 19, 1, 0, 5
COCCn1nnnc1C(c1ccccc1)N1CCN(c2ccccc2)CC1 (stereo not drawn)
  6, nt, -3, -5, nt, -17, nt, nt, nt
CCc1ccc(/C=C2\SC(=S)N(CCCC(=O)Nc3ccccn3)C2=O)cc1
  -18, nt, -1, 16, 16, -23, 0.9, -1, -3
O=C1/C(=C\c2cccs2)N=C(c2cccs2)N1Nc1ccccc1
  6, -4, -6, -4, 17, -10, 0.8, 4, -11
Cc1cc(C)c2[nH]c(=O)c(CN(CC3CCCO3)C(=O)C3CCCO3)cc2c1 (stereo not drawn)
  -2, 6, -3, 3, -2, 9, 1.2, -2, 4
O=C(CN1CC(=O)Oc2ccccc21)NCc1ccco1
  3, 16, -2, -4, 6, 1, 1.5, 1, -1
O=C(CSc1ccccc1)Nc1cccnc1
  -2, 6, -1, -3, -2, 9, 1.1, 8, 13
CCn1nnnc1SCC(=O)N1c2ccccc2CCc2ccccc21
  0, -28, -7, 1, -7, -21, 1.5, -3, 9
O=C1CC(Sc2nnnn2-c2ccccc2)C(=O)N1c1cccc(Cl)c1 (stereo not drawn)
  6, 16, -4, -5, 16, 15, 1.5, 6, 3
Cc1ccc(Cl)cc1N1CCN(CC(=O)Nc2ccc(CN3CCCCC3)cc2)CC1
  -13, nt, -6, 16, nt, 17, nt, nt, nt
COc1ccccc1N1C(=O)c2ccccc2NC1c1ccncc1 (stereo not drawn)
  0, -28, -3, -2, 6, 5, 1, -7, 1
Cc1ccc(C)c(NC(=O)C2Cc3ccccc3CN2C(=O)OCc2ccccc2)c1 (stereo not drawn)
  8, 8, -8, -5, 6, 24, 1.6, 20, -2
CCCN1C(=O)CN(C2CCCCCC2)C(=O)C1c1ccc(C)cc1 (stereo not drawn)
  -20, nt, -3, 21, 13, -1, 1, 6, 4

As entered above.
`O=C1CC(Sc2nnnn2-c2ccccc2)C(=O)N1c1cccc(Cl)c1` (stereo not drawn) in S1P2 ag → -4
`CCc1ccc(/C=C2\SC(=S)N(CCCC(=O)Nc3ccccn3)C2=O)cc1` in sEH inhibitor → 16

Next section:
Order of results: sEH activator, CD11b adhes inh, S1P2 ag, sEH inhibitor, PostGolgi ctrl, S1P2 antag, PLAP act, PostGolgi yeast, E coli WT exp
COc1ccc2[nH]c(C)c(C(=O)CN3CCOCC3)c2c1
  nt, -16, -2, nt, 1, 16, 1.1, 16, 3
COCCCNC(=O)C1CCCN(C(=O)Nc2ccc(OC)cc2)C1 (stereo not drawn)
  -6, nt, -1, 7, -7, 5, 1.2, -2, -7
COc1ccccc1C(=O)Nc1ccc(S(=O)(=O)N2CCc3ccccc32)cc1
  7, -32, -3, -9, 34*, -12, 1.9, 4, -5
CCOC(=O)N1CCN(C(=O)CN(c2ccc(Cl)c(C(F)(F)F)c2)S(C)(=O)=O)CC1
  nt, 4, -3, nt, 3, 5, 1.6, 0, 8
CCN1CCCC1CN(Cc1cc2c(C)cc(C)cc2[nH]c1=O)C(=O)NC1CCCCC1 (stereo not drawn)
  nt, -10, -6, nt, 3, 7, 1.5, -5, 14
Cc1ccc(S(=O)(=O)NCCN(CCNS(=O)(=O)c2ccc(C)cc2)S(C)(=O)=O)cc1
  6, nt, -4, -5, 4, 9, 1.3, 1, -4
CC1CN(Cc2cc(=O)[nH]c(C(C)C)n2)CC(C)O1 (stereo not drawn)
  1, -5, 0, 1, 4, 0, 0.9, 6, 5
c1cncc(-c2nn3c(Cn4nnc5ccccc54)nnc3s2)c1
  -16, 30, -4, 15, 28, -92, 1.1, 6, -5
O=C(c1c(Cl)nc2sccn12)N1CCN(c2cccc(Cl)c2)CC1
  7, 16, -4, -7, 27, -1, 1.5, -5, -4
N/C(=N\OC(=O)Cc1ccccc1)c1ccccn1
  -8, 7, -5, 7, 8, 9, 1, -9, -3
c1ccc(-c2ncnc3cc4n(c23)CCC4)cc1
  -2, nt, -4, 2, nt, -26, nt, nt, nt
CCN(CCNC(=O)Nc1ccc(Cl)cc1)c1ccccc1
  -86, 4, -9, 86*, 25, 2, 1, -8, 6
Cc1sc2nc(SCC(=O)N3CCCC3)[nH]c(=O)c2c1C
  nt, 20, nt, nt, -5, nt, 1.1, 9, 2

Screening results from PubChem.
